High-throughput results: PubChem BioAssay, The Scripps Research Institute Molecular Screening Center
CHO parental Ca: signal in parental CHO cells, OX1R antagonist counter-screen | parental CHO-K1, ATP-induced calcium, Fluo-8 fluorescence | inhibition, % at 5.6 µM | 0.63% of 330,000 active | AID 463079;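 active means inhibition above that plate's mean sample inhibition plus 3 SD, cut at about 26% in these data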;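 further: 0% = ATP-challenged DMSO wells and 100% = DMSO wells without ATP; some compounds past the cut are filed as inactive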
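Material: Parental CHO cells | Reagent: ATP | Compound dosing: Single nominal dose of 5.6 µM per compound | Detection: Intracellular calcium via Fluo-8 no-wash fluorescent dye | Read-out: % inhibition of ATP-induced calcium mobilization | Benchmarks: Low control ATP plus DMSO, high control DMSO only | Replicates: Singlicate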
V1R ag counter: V1a receptor agonism, counter-screen for OXTR agonists | P37288 | CHO-V1R cells, Fluo-8 calcium fluorescence, agonist mode; 0% DMSO, 100% 3 nM vasopressin | activation, % at 3 µM | 0.25% of 320,000 active | AID 2797;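 active means activation above the mean activation of all tested compounds plus 3 SD, per screening run, cut at about 20% in these data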;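 further: signal is peak over basal fluorescence ratio across a 100 second FLIPR read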
Target sequence (P37288 whole entry, looked up): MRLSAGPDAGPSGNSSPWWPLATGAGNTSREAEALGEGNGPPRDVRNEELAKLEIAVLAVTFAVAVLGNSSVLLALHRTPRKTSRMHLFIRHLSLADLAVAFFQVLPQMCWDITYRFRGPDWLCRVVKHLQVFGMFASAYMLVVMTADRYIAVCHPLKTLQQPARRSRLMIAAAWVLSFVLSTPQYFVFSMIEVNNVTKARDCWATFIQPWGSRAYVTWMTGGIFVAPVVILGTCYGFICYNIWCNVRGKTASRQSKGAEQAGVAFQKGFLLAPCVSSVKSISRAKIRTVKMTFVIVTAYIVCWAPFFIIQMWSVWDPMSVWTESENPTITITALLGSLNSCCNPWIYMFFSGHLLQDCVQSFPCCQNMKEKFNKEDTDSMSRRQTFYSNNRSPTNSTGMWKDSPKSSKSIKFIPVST
TAAR1 antag: human TAAR1 antagonism; CHO RD-HGA16 TAAR1, Fluo-8 calcium fluorescence, antagonist; 1.5% of 360,000 active; inhibition, % at 3 µM; Q96RJ0;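 active means inhibition above a per-plate cutoff, the mean inhibition of test compounds on that plate plus 3 SD, cut at about 49% in these data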;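 further: 0% = DMSO plus EC80 beta-PEA response and 100% = DMSO alone without agonist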
Target sequence (Q96RJ0 whole entry, looked up): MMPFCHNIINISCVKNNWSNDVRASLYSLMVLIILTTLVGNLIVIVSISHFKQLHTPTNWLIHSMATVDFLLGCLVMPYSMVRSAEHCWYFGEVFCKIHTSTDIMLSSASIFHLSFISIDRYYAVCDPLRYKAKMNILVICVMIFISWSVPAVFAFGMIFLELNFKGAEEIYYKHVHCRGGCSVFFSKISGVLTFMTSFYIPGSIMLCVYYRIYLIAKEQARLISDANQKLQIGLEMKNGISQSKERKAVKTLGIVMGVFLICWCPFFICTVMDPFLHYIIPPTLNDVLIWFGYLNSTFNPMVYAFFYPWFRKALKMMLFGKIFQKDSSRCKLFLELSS
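Test system – hTAAR1-expressing CHO RD-HGA16 cells, Gα16-coupled · Also added – β-PEA at EC80 concentration, post-compound challenge · Compound – 3 µM, single point · Incubation – dye loading 75 min at 37 °C, then 30 min room temperature · Measured by – Fluo-8 intracellular calcium dye fluorescence, real-time kinetic reads · Benchmarks – vehicle and agonist controls · Replicates – singlicate, one well per test compound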
M1 ag parental: M1 agonist counterscreen hit in parental CHO-K1 cells | AID 602248 | activation, % at 3 µM | 0.48% of 360,000 active | Fluo-8 calcium fluorescence; scaled to maximal ATP response, vehicle zero; in the data active means activation above about 15%;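 further: untransfected CHO-K1 host cells lacking M1 receptor as counterscreen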
M1 PAM parental: M1 PAM counterscreen hit in parental CHO-K1 cells; ATP EC20, Fluo-8 calcium fluorescence; 0% at ATP EC20, 100% at ATP max; activation, % at 3 µM; 0.02% of 360,000 active;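 active means activation above the run cutoff, the mean activation of all test compounds plus 3 SD, cut at about 40% in these data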;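 further: peak over basal fluorescence ratio in a 140 s read after ATP addition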
OXTR potentiate: potentiators of human oxytocin receptor; CHO-OTR cells, Fluo-8 calcium fluorescence, potentiator mode; 0% = oxytocin EC15, 100% = EC100; activation, % at 3 µM; 0.061% of 320,000 active; AID 2445;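 active means activation above that plate's cutoff, the mean activation of tested compounds plus 3 SD, cut at about 6.6% in these data, passing the limit was not always enough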;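 further: 100% uses oxytocin at 75 nM as the full agonist control; some results filed as inactive read as strong as hits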
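Material: CHO-OTR cells, human receptor; compound dosing: single dose, 3.0 µM nominal final compound concentration; schedule: 6 min compound pre-incubation at room temperature, 100 s kinetic read; measured by: kinetic Fluo-8 calcium fluorescence; read-out basis: % activation vs EC15 and EC100 oxytocin; controls: EC15 oxytocin alone as 0%, 75 nM oxytocin as 100%; replicates: singlicate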
CHO-K1 Ca antag: nonselective inhibitor or artifact in parental CHO-K1 cells | ATP-induced calcium, Fluo-8 fluorescence | inhibition, % at 3 µM | 0.6% of 360,000 active;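 active means inhibition above a per-plate cutoff, the plate's mean sample inhibition plus 3 SD, cut at about 24% in these data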;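 further: 0% = DMSO plus EC80 ATP and 100% = DMSO alone without ATP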
GPR7 antag: blocks human GPR7 receptor signaling; P48145; GPR7-expressing cells, fluorescence antagonist assay; inhibition, % at 4.4 µM; AID 1861; 1.1% of 290,000 active; in the data active means inhibition above about 16%, passing the limit was not always enough;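 further: cells stimulated with the agonist NPW; 0% = agonist with vehicle and 100% = vehicle without agonist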
Target sequence (P48145 whole entry, looked up): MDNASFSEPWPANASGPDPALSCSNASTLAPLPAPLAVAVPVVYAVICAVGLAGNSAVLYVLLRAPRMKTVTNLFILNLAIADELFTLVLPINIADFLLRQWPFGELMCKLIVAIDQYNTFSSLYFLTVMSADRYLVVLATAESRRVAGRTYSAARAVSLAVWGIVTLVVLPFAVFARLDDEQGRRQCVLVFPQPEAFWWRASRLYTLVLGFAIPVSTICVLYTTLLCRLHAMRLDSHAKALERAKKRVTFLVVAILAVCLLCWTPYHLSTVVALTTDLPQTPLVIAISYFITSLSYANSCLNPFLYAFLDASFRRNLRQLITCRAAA
OXTR agonist: human OXTR agonism; CHO-OTR cells, Fluo-8 calcium fluorescence; normalized: DMSO 0%, oxytocin 100%; activation, % at 3 µM; 0.32% of 320,000 active;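 active means activation above the mean of all tested compounds plus 3 SD, cutoff set per screening run, cut at about 20% in these data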;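 further: peak over basal fluorescence ratio from a 100 s FLIPR kinetic read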
* marks the source's active call; other numbers are inactive results; nt = no result given.

SMILES	CHO parental Ca	V1R ag counter	TAAR1 antag	M1 ag parental	M1 PAM parental	OXTR potentiate	CHO-K1 Ca antag	GPR7 antag	OXTR agonist
CCCC(=O)Nc1ccc(N2CCN(C(=O)c3ccccc3C)CC2)cc1	-18	0.8	-2	0.3	-2	-5	-8	-11	3.4
CC1CCN(CCCNC(=O)CN2C(=O)CSc3ccc(S(=O)(=O)N4CCCCC4)cc32)CC1	-10	0.3	-15	-0.2	-7	2	-5	-3	-0.1
Cc1onc(-c2c(F)cccc2Cl)c1C(=O)OCc1nnc(-c2ccccc2)o1	-35	0.8	14	1.5	8	-5	-9	nt	0.0
Cc1ccc(-c2nc3c(cnn3-c3ccccc3)c(=O)o2)cc1	-6	-0.4	-7	0.0	9	-3	0	-6	-0.6
O=C(Nc1ccccc1N1CCCC1)c1cccnc1Cl	-12	-0.1	-14	0.4	14	3	-7	0	0.7
N#C/C(=C\c1ccc2c(c1)OCCO2)C(=O)NC1CCCCC1	-10	2.7	1	0.3	15	-7	-4	-15	1.4
Cc1noc(C(=O)Nc2c(C)nn(Cc3ccccc3)c2C)c1Cl	-3	0.6	-6	-0.1	-1	-2	19	6	0.4
O=C(Nc1ccncc1)c1cncc(Br)c1	-11	1.0	-12	-0.2	13	-4	-6	-11	-0.8
CCOC(=O)c1c(-c2ccc(OC)cc2)oc2ccc(OCC(N)=O)cc12	-20	2.9	3	2.2	14	-18	-14	3	0.0
Cn1c(=O)c2c(nc(NCCc3ccccc3)n2Cc2ccccc2)n(C)c1=O	-9	-1.6	7	0.2	13	-4	-4	-4	-2.6
Cc1ccc(S(=O)(=O)NC(=NC2CCCCC2)c2ccc(F)cc2)cc1	-14	0.0	-1	-0.2	7	-7	-4	-8	1.1
CCCCNC(=O)NS(=O)(=O)c1ccc(C(=O)OC(C)C)o1	-9	4.5	-7	0.1	4	0	4	-2	-0.6
Cc1nc2cc(NCc3ccc(Cl)cc3)ccc2n1C	-5	2.2	3	3.0	9	-7	1	5	0.9
COc1ccc(C(=O)C(/C=N/O)=N/Nc2ccc(F)cc2)cc1	-4	8.8	4	7.0	2	-13	15	-18	8.5
Cc1ccc(Oc2c(C)nc(-c3ccccc3)[nH]c2=O)cc1	-11	2.1	-26	6.3	7	0	-3	-10	4.2
CC(=O)NCC(=O)OCC(=O)Nc1ccc(C(C)=O)cc1	6	0.8	3	-0.1	-2	-7	-4	2	-0.4
Cc1ccccc1NC(=O)c1ccc(Nc2c([N+](=O)[O-])cc([N+](=O)[O-])c3ccccc23)cc1	3	1.9	2	1.6	16	-7	3	-4	-0.7
O=[N+]([O-])c1ccccc1S(=O)(=O)NC1CCCC1	6	0.2	5	4.2	20	-8	-7	-4	0.8
c1ccc(Cn2nnc3c(N4CCc5ccccc5C4)ncnc32)cc1	-12	1.1	14	0.1	9	-6	-19	15	0.6
Cc1ccc(CS(=O)Cc2ccc(C(=O)NCC(C)c3ccccc3)o2)cc1 (stereo not drawn)	-14	3.4	-10	2.7	14	-3	-9	-13	0.1
COc1cc(-c2c(C#N)c(=O)[nH]c3c2c(C)nn3-c2ccccc2)ccc1O	4	-0.2	4	1.8	14	-3	2	-22	1.2
Cc1ccc(C)c(N2CCN(C(=O)CCC(=O)N3CCOc4ccc(Cl)cc43)CC2)c1	-3	1.0	27	0.8	14	-4	-2	3	-2.0
O=C(CNC(=O)c1ccccc1)OC1CCCCC1	-7	-0.8	11	0.1	16	-5	-8	-1	0.0
CCCSc1nc(C)cc(C)c1S(C)(=O)=O	-15	-1.3	-20	-0.3	-3	1	7	-8	-2.6
Cc1cccc(-c2cc(C(=O)Nc3ccc4c(c3)OCCO4)c3ccccc3n2)c1	-7	-0.6	45	0.9	11	-11	-17	-11	-0.8
Carrying on:
SMILES	CHO parental Ca	V1R ag counter	TAAR1 antag	M1 ag parental	M1 PAM parental	OXTR potentiate	CHO-K1 Ca antag	GPR7 antag	OXTR agonist
CNC(=O)N(O)C1N(C)C(=O)N(Cc2ccccc2)C1(C)C (stereo not drawn)	5	0.9	-1	-0.4	8	2	4	-13	0.8
O=c1c2ccccc2ncn1-c1ccc(Cl)cc1Cl	-5	-1.7	-5	1.4	16	-10	-6	-4	-1.9
O=C(NCc1ccc(OC(F)(F)F)cc1)C1CC2Cn3c(nc4ccccc43)C2N1c1ccccc1 (stereo not drawn)	-22	0.0	-16	0.1	-8	-3	2	2	0.5
COc1cc2c(cc1OC)CN(c1ccc(F)cc1[N+](=O)[O-])CC2	-18	-0.7	5	0.3	-2	0	-11	-3	-2.4
Clc1cccc(-c2ccc(C3Nc4cccc5cccc(c45)N3)o2)c1	-1	-0.1	nt	0.1	3	-7	0	nt	0.4
O=C(NCCOc1ccc(Cl)cc1)C1CC(=O)N(c2ccc(F)cc2)C1 (stereo not drawn)	-14	5.6	-13	5.4	-4	-9	-16	2	4.5
Cc1nc(S(=O)(=O)N(C)c2ccccc2)c(C#N)c(C)c1Cl	-16	-0.7	-18	-0.3	3	-5	0	-9	-2.2
C=CCn1c(COc2ccccc2)nc2ccccc21	-13	-0.6	-5	-0.1	-3	2	-11	13	-0.9
Cc1cc(Cl)ccc1C(O)c1ncc(-c2cccc3ccccc23)[nH]1 (stereo not drawn)	nt	nt	-20	0.5	-2	nt	4	nt	nt
Cc1ccn2cc(-c3cccc([N+](=O)[O-])c3)nc2c1	-18	-1.6	16	-0.6	12	9	-20	-7	-2.6
CCOC(=O)C1=NN(c2ccc(Cl)cc2)/C(=C/C2=NCCc3cc(OC)c(OC)cc32)S1	-5	-0.9	-18	1.7	20	-1	0	-11	-0.3
COC(=O)c1cc2sccc2n1Cc1ccc(C)cc1	-17	0.3	-7	0.5	18	-4	-11	-20	-1.2
CC1(C)CN(CCc2ccccc2)C(=O)[C@H]1CC(=O)Nc1ccccc1	nt	nt	1	0.3	13	nt	-2	nt	nt
CCOc1ccc(CC(=O)N/N=C(\C)c2cccnc2)cc1OCC	nt	nt	-18	1.9	18	nt	-5	-11	nt
O=C(Nc1ccc(F)c(F)c1)C1CCN(S(=O)(=O)c2cccc3nonc23)CC1	5	11	35	12	-9	-15	20	17	9.9
COC(=O)C1(c2ccccc2)NC(c2cccs2)C2C(=O)N(c3ccccc3)C(=O)C21 (stereo not drawn)	-33	21*	6	12	31	-19	-14	-11	23*
CC(C)C(=O)NC(=S)Nc1ccc(S(=O)(=O)Nc2ccccc2)cc1	-4	11	17	6.9	15	-9	7	-3	5.1
CCCNC(=O)C(=O)Nc1ccc2c(c1)N(S(=O)(=O)c1cccs1)CCC2	-11	0.5	-13	-0.1	13	-5	-5	nt	-1.0
COc1ccc(CCNC(=O)CNCC(c2ccccc2)N(C)C)cc1OC (stereo not drawn)	-3	-0.1	-10	4.9	-6	-6	3	-4	0.2
COc1ccc(NC(=O)c2cc([N+](=O)[O-])ccc2N2CCCCC2)cc1OC	-29	-1.6	-3	-0.9	-2	1	-9	nt	-1.5
Cc1nc(-c2ccccc2)sc1-c1nc(-c2ccncc2)ncc1S(=O)(=O)c1ccccc1	-34	-0.4	3	0.2	1	-13	6	-7	-2.8
Cn1nnnc1SCCOc1ccc(C#N)cc1	-4	1.3	0	0.7	-2	-3	9	-5	0.5
Brc1ccc(C2=Nn3cnnc3SC2)cc1	-8	-0.4	-10	0.4	22	-4	-12	10	-1.8
Cc1[nH]c(=O)c(C(=O)/C=C/c2ccccc2)c2c1CCCC2	-21	-0.8	4	0.5	-3	-2	-18	2	-1.0
CC(=O)Nc1ccc(C(C#N)c2ccccc2)cc1 (stereo not drawn)	5	1.2	15	0.3	11	-9	-6	6	1.7
Next structures follow:
SMILES	CHO parental Ca	V1R ag counter	TAAR1 antag	M1 ag parental	M1 PAM parental	OXTR potentiate	CHO-K1 Ca antag	GPR7 antag	OXTR agonist
O=S(=O)(c1cccc2nsnc12)N1CCN(c2ncccn2)CC1	-17	1.2	21	1.8	18	1	-3	-6	2.4
Clc1cccc(Cl)c1CSc1nnc([C@@H]2CCCN2)o1	-15	0.9	-14	0.8	0	-2	1	-16	0.0
Cc1ccc(CNC(=O)CN(C)S(=O)(=O)c2cccc3cccnc23)cc1	-12	0.4	-13	0.6	-7	-7	3	-6	-0.2
CCC(=O)Nc1ccc(OC)cc1OC	-8	0.1	-4	0.4	16	-7	-17	-4	-0.3
COc1cc(CCC(=O)Nc2cccc(S(=O)(=O)N(C)C)c2)cc(OC)c1OC	-10	4.2	13	4.9	18	-3	-4	-4	2.6
O=C(Nc1cccnc1Cl)c1cc(-c2ccc(Br)cc2)on1	-3	0.8	-12	-0.1	4	-6	-3	-7	0.5
Cc1ccc(Cn2cccc2C2=NC(C)CO2)cc1 (stereo not drawn)	-2	-0.5	-27	0.3	17	4	-2	-4	-2.5
CC(C)Oc1ccc(Br)cc1/C=N\NC(N)=S	-5	-1.6	4	-0.8	-5	-1	-1	-10	-1.8
CC(C(=O)Nc1ccccc1)N(C)CCOc1ccc(Br)cc1 (stereo not drawn)	-18	0.5	-5	0.0	-6	-3	4	-8	-2.4
CCN(CCCn1c(=S)[nH]c2ncccc2c1=O)c1ccccc1	-15	0.4	-13	-0.1	0	-5	-10	-5	-0.2
Oc1ccccc1C(=S)N1CCCCCC1	-8	-0.6	0	0.5	10	1	5	-7	1.6
COCCCNC(=O)CS(=O)(=O)Cc1nc(-c2cccc(OC)c2)oc1C	-13	-1.5	-8	-0.6	14	-2	-10	-7	-1.5
Cc1cc(C)nc(OC(C(=O)O)C(OCC(C)C)(c2ccccc2)c2ccccc2)n1 (stereo not drawn)	-15	-0.9	4	0.3	-5	-10	-3	-25	-2.0
O=C(Nc1ccccc1)c1ccc(F)c(S(=O)(=O)N2CCOCC2)c1	-4	4.0	5	3.9	14	-16	-8	7	2.6
COc1cc(/C=C/C(=O)OCC(=O)NCCc2ccc(F)cc2)ccc1OC(F)F	-20	3.2	24	2.8	11	-4	-18	nt	0.5
Cc1cc(C(=O)N2CC(C)CC(C)C2)n(-c2ccccc2)n1 (stereo not drawn)	-20	-0.7	-1	0.1	14	-3	-14	6	-1.4
O=C(Nc1ccccc1)N1CCCN(c2c(Cl)cncc2Cl)CC1	-16	-0.9	-4	1.2	15	-10	-4	7	-0.7
C[C@H](NC(=O)c1nc[nH]c1C(=O)N[C@@H](C)C(=O)OC(C)(C)C)C(=O)OC(C)(C)C	-7	-1.1	0	0.0	15	-4	-13	nt	-1.4
CCN(Cc1cnn(C)c1)C(=O)c1cc(COc2ccc3c(c2)CCCC3)on1	-1	11	12	12	-14	-16	12	-8	7.3
O=C(OCc1nnc(-c2ccccc2)o1)c1ccc(-n2cnnn2)cc1	-1	2.8	9	1.0	-5	-13	3	nt	1.0
COc1ccc(OCCCC(=O)Nc2cc(S(=O)(=O)N3CCCCC3)ccc2OC)cc1	-16	1.3	0	-0.4	0	-5	5	nt	-0.7
